Mac1 fbg inh: inhibitors of human CD11b/CD18 binding to fibrinogen; K562 CD11b/CD18 adhesion to fibrinogen, ATPlite luminescence; Mn2+ added to activate the integrin; AID 1497; 0.54% of 93,000 active; inhibition, % at 10 µM; P05107+P11215;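 active = primary inhibition of 50% or more at 10 µM, then 40% or more on retest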; also: some results filed as inactive read as strong as hits
Target sequence (P05107 whole entry, looked up, other chains not shown): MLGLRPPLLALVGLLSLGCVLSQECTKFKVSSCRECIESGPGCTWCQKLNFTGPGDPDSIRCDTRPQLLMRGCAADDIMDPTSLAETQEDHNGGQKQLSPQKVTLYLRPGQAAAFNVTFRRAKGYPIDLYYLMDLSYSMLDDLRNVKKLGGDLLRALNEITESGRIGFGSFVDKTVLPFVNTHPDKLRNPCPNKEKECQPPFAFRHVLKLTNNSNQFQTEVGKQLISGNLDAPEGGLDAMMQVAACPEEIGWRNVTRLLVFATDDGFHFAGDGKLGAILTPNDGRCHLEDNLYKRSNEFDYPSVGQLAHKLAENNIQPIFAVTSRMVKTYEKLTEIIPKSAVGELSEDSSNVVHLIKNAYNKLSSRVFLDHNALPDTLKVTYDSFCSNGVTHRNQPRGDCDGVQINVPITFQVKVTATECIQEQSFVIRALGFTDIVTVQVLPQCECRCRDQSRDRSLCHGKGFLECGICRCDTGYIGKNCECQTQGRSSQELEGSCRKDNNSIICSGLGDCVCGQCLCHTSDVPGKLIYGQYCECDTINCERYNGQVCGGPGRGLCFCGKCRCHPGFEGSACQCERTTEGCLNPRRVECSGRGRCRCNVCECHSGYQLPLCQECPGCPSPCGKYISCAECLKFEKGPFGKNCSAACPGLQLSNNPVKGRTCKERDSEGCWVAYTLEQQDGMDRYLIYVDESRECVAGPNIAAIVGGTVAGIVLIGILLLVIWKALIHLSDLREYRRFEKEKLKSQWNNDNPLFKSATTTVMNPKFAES
S1P2 agonist: activates the human S1P2 receptor | O95136 | S1P2-expressing cell line, agonist reporter read-out | activation, % at 4.5 µM | 0.46% of 97,000 active | AID 729; in the data active = activation above about 16%;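 also: 0% = vehicle low control and 100% = maximal reference agonist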
Target sequence (O95136 whole entry, looked up): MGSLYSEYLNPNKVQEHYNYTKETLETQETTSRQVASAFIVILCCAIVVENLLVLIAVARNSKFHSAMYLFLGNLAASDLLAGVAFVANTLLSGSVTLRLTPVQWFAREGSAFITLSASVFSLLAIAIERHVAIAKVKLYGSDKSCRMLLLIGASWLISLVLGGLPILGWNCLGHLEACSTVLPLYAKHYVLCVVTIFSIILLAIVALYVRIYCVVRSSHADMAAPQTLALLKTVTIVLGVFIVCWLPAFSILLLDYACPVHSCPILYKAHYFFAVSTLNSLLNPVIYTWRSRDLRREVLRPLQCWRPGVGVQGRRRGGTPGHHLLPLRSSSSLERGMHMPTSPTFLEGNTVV
Ecoli WT expand: E. coli BW25113 growth inhibition, expanded screen; 0.15% of 98,000 active; growth inhibition, % at 100 µM; AID 710; OD600 absorbance;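 active = growth inhibition above about 50% at one test dose, limit read from the data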;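 also: growth measured after 20 h incubation at 37 °C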
PLAP activator: human PLAP activation; P05187; purified PLAP enzyme, luminescent substrate read-out; active compounds read high; activation fold at 20 µM; 1.2% of 96,000 active; AID 696; in the data active = activation fold above about 2
sEH inhibitor: blocks human soluble epoxide hydrolase activity; P34913; 0.34% of 91,000 active; inhibition, % at 2 µM; recombinant human sEH enzymatic activity assay; AID 707; in the data active = inhibition above about 80%; also: values of inactives mirror those of a sister screen read the other way; many of its hits are not listed in these tables
sEH act: activators of human soluble epoxide hydrolase | 0.04% of 91,000 active | P34913 | purified human sEH enzymatic activity, activator screen | activation, % at 2 µM | AID 717; in the data active = activation above about 37%; also: values of inactives mirror those of a sister screen read the other way
PostGolgi ctrl: yeast control strain growth, post-Golgi counter-screen. efflux-deficient yeast background strain, growth absorbance A615, 16 h. inhibition, % at 10 µM. 5% of 98,000 active. AID 738
S1P2 blocker: blocks the human S1P2 receptor; 0.21% of 97,000 active; inhibition, % at 5 µM; cell-based S1P2 antagonist assay, inhibition at 5 uM; O95136; in the data active = inhibition above about 45%;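 also: CRE beta-lactamase reporter cells expressing human S1P2 stimulated with S1P; 0% = agonist at EC80 alone and 100% = agonist plus reference antagonist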
PostGolgi yeast: growth inhibition of a yeast mutant, post-Golgi transport screen. post-Golgi transport phenotypic cell assay. 0.9% of 98,000 active. AID 739. inhibition, % at 10 µM;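 also: yeast cells grown in 1536-well plates; yeast grown about 18 h at 30C before absorbance read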
* = called active by the depositor; x = not tested or not shown; & = joins results of further samples; ! = not confirmed by another sample. Rule as the data show it, unless noted: active = inhibition above about 30%; inactive = the rest.

SMILES	Mac1 fbg inh	S1P2 agonist	Ecoli WT expand	PLAP activator	sEH inhibitor	sEH act	PostGolgi ctrl	S1P2 blocker	PostGolgi yeast
O=C(O)c1ccc(NS(=O)(=O)c2ccc3c(c2)OCCO3)cc1	4	x	7	1.2	1	3	-6	x	-6
COc1cc(S(=O)(=O)N2CCN(C)CC2)ccc1Cl	x	-5	x	x	3	-5	x	13	x
Cc1ccc2cccc(NC(=S)NC(=O)c3ccccc3)c2n1	x	-4	0	1	3	-4	8	8	1
COc1ccc(N2C(=O)CCC2(C#N)c2ccc(OC)cc2)cc1 (stereo not drawn)	-20	-8	1	1.4	4	-5	-2	18	-5
CCOc1ccccc1OCCCOc1ccc(C)cc1Cl	48	-2	-1	1	-5	7	3	-4	-4
CC1CC(=O)NN=C1c1ccc(NCCO)c([N+](=O)[O-])c1 (stereo not drawn)	-21	3	1	0.8	0	-1	16	-17	1
Cc1ccccc1Cn1cnc2c(NS(C)(=O)=O)c(C)c(C)cc21	9	-2	1	1.2	9	-7	6	18	1
NC(=O)c1cc2nc(-c3ccco3)cc(C(F)(F)F)n2n1	x	-3	x	x	6	-6	x	2	x
O=C1CSC2(C(=O)N3CCCc4cccc2c43)N1c1cccc(C(F)(F)F)c1 (stereo not drawn)	x	-6	1	1.1	-4	7	18	10	-1
Cn1c(SCC(=O)Nc2ccc(N3CCOCC3)c(Cl)c2)nnc1C(O)c1ccccc1 (stereo not drawn)	x	0	-3	1.4	13	-9	4	-10	4
COc1ccc2c3c(cccc13)N(C)N=C2C	-29	-2	-4	1	-10	11	3	-23	0
COc1cccc(-c2cc(C(=O)O)no2)c1	-16	-5	-24	1.3	-7	7	0	2	7
COc1ccc(C2c3c(n[nH]c3C)CC(C)(O)C2C(C)=O)cc1OC (stereo not drawn)	8	0	6	1	-4	5	9	-6	-5
c1ccc(CCN2CN=C(Nc3nc4ccccc4o3)NC2)cc1	-7	-4	0	0.9	10	-12	7	3	4
N#CC1=C(SCc2ccccc2)NC(=O)C(C#N)C12CCCC2 (stereo not drawn)	60	-6	0	1	13	-9	20	2	-1
Cc1ccnc2c(N3C(=O)C4C5C=CC(C5)C4(C)C3=O)cccc12 (stereo not drawn)	-11	-2	6	1.3	-5	4	-7	6	-1
COc1ccc(-c2csc(N(Cc3ccccc3)C(=O)COc3ccc(Cl)cc3)n2)cc1	-11	-5	-3	1	-3	4	5	24	-2
CN(C)CCNc1oc(COc2cccc(Cl)c2)nc1C#N	4	-2	3	1.2	-4	2	8	3	0
Cc1occc1C(=O)NNC(=O)C(c1ccccc1)c1ccccc1	7	-7	3	1.6	-5	6	7	15	-2
CCCc1[nH]nc2c1C(c1ccccc1OC)C(C#N)=C(N)O2 (stereo not drawn)	-15	-3	3	1.6	-9	9	6	3	6
Cc1ccc(CSc2ncn(-c3ccccc3)n2)cc1	-5	1	1	0.7	-16	13	7	-26	-17
O=C(CSCc1cnn(-c2ccccc2)c1-n1cccc1)NCc1ccc2c(c1)OCO2	x	-7	-25	x	33	-31	26	0	-2
CCCCN(CCCC)S(=O)(=O)c1ccc(C(=O)Nc2nnc(CSC)o2)cc1	-4	-8	8	1.2	2	-2	-2	25	-4
O=C(Cc1cccc2ccccc12)Nc1ccccc1C(=O)O	-37	-2	-4	1.2	3	-4	15	14	-2
Cn1c(=O)c2c(nc(CN3CCc4ccccc4C3)n2Cc2cccc(Cl)c2)n(C)c1=O	-20	x	-4	1.4	x	x	33*	x	5
O=C(NCc1ccccn1)/C(=N/O)c1ccccc1	-10	-1	7	1	5	-5	2	14	3
Cc1ccc(NC(=O)CCSc2nnc(-c3ccco3)o2)cc1	-5	-8	1	1	24	-25	5	-5	17
CSc1nc2ccccc2n1CC(=O)Nc1c(C)n(C)n(-c2ccccc2)c1=O	23	-2	7	1	-13	12	24	3	0
CCOc1ccc(NC(=O)CCCc2cc(-c3ccc(OCC)cc3)on2)cc1	11	-9	-13	1.1	10	-8	1	-1	8
CN(C)c1ccc(/C=[N+](\[O-])C2SC(=S)N(C)C2(C)C)cc1 (stereo not drawn)	2	-2	-1	1.1	3	-3	0	-4	-7
CCOC(=O)C1CCN(c2cc(=O)n(Cc3ccc(F)cc3)c(=O)[nH]2)CC1	-11	x	0	0.9	x	x	7	x	-9
CN(CC(=O)NC1CCCCCC1)S(=O)(=O)c1ccccc1	-2	-2	8	1	-3	1	3	4	-8
COc1ccc(-n2c(C)n[nH]c2=O)cc1	x	-3	6	0.8	6	-5	12	11	-5
CCOc1ccc(N2C(=O)C(Cl)=C(Nc3ccccc3O)C2=O)cc1	-16	-5	-4	1.6	-4	2	11	-11	-15
O=C1c2ccccc2-c2onc3ccc(Oc4ccccc4)c1c23	x	-7	x	x	3	0	x	17	x
Nc1ccc2oc(-c3ccccn3)nc2c1	x	-3	2	x	1	-1	-2	-11	0
Cc1ccc(C(=O)Nc2ncc(Cc3ccc(F)cc3)s2)o1	-11	0	5	1.1	15	-13	8	-29	-16
CCC1(NC(C)=O)CC2CC1CC2NC(C)=O (stereo not drawn)	1	-3	-4	1	5	-6	27	13	-4
COc1cccc(NC(=O)CSc2nnc(Cc3cccn3C)n2-c2ccc(F)cc2)c1	20	-5	-1	1.7	3	-3	6	6	-2
COc1ccc(-c2cc(C(=O)N3CCOCC3)c3cc(C)ccc3n2)cc1	-14	-2	0	1.4	-2	1	18	1	-10
O=C(Nc1nccs1)c1cccc(S(=O)(=O)N2CCOCC2)c1	x	-5	9	x	x	x	-4	-2	-5
CN(Cc1ccccc1)C(=O)COc1cc(=O)n(C)c2ccccc12	-34	0	1	1	-16	13	2	-24	-2
CCN1CCc2c(C#N)c(N3CCCCC3)nc(N3CCOCC3)c2C1	15	-5	7	1.3	8	-8	0	11	9
CC1CCN(c2c(NCC3CCC(C(=O)N4CCCC(C)C4)CC3)c(=O)c2=O)CC1 (stereo not drawn)	-3	-3	4	1.6	-6	4	8	16	0
S=C(NCc1ccccc1)NCC1COc2ccccc2O1 (stereo not drawn)	-14	-2	16	0.8	7	-6	5	16	-4
O=C(Nc1ccc(N2CCN(C(=O)c3ccco3)CC2)c(Cl)c1)c1cccs1	-6	-4	-17	0.9	35	-31	28	-12	-7
CCc1cc2c(NCCO)ncnc2s1	9	-5	15	1	8	-8	9	-2	-2
CC1CCCC(NC(=O)COC(=O)CCC2CCCC2)C1C (stereo not drawn)	-4	-1	0	1.6	32	-32	6	-15	-7
Cc1onc(-c2ccccc2)c1C(=O)NCc1ccccn1	-12	1	4	1.1	9	-7	15	6	7
[O-]C1=N/[N+](=C/c2ccc(Cl)c(Cl)c2)CC1	-1	-6	3	1	6	-4	1	-1	-3
CC(C)c1ccccc1OCCNS(C)(=O)=O	2	-5	4	1.1	-1	1	12	15	-23
C=CCSc1nc2c(c(=O)[nH]c(=O)n2C)n1C(C)C	-30	-4	7	1.1	-9	10	3	-33	2
COc1ccc2c(C=Nc3c(C)n(C)n(-c4ccccc4)c3=O)c(O)n(Cc3ccco3)c(=O)c2c1	-12	-6&-2	-10&-16	1.1&1.1	-4&8	4&-7	63*!	6&10	-1&8
COc1cc(OC)cc(C(=O)N/N=C/c2ccc(OC)c(COc3ccc4ccccc4c3)c2)c1	x	-3	-14	1	3	-3	1	-10	1
Cc1ccc(NC(=O)C(C)c2cccc(C(=O)c3ccccc3)c2)cc1 (stereo not drawn)	69	1	-7	0.7	3	0	9	-39	-4
Cc1ccc(NS(=O)(=O)c2ccc(NC(=O)c3ccc(-c4ccccc4)cc3)cc2)c(C)c1	x	-4	x	x	3	-5	x	-9	x
O=C(NCc1ccccn1)C1C2C=CC(C2)C1C(=O)Nc1ccc(F)cc1 (stereo not drawn)	x	-7	x	x	0	4	x	4	x
Cc1ccc(-c2nnc(CSc3nncn3N)o2)cc1	-4	-3	7	1	-5	9	6	0	6
O=S(=O)(c1ccc(Cl)s1)N1CCN(C/C=C/c2ccccc2)CC1	-8	-3	-9	1	x	x	25	8	8
O=C(NCCN1CCOCC1)C1CCN(Cc2ccccc2O)CC1	-12	-6	-4	0.9	8	-9	4	-42	3

Whole records, looked up by structure. Screens in order: Mac1 fbg inh	S1P2 agonist	Ecoli WT expand	PLAP activator	sEH inhibitor	sEH act	PostGolgi ctrl	S1P2 blocker	PostGolgi yeast
`S=C(NCc1ccccc1)NCC1COc2ccccc2O1` (stereo not drawn) across the screens: -14	-2	16	0.8	7	-6	5	16	-4
`Cc1ccc(-c2nnc(CSc3nncn3N)o2)cc1` across the screens: -4	-3	7	1	-5	9	6	0	6
`Cc1onc(-c2ccccc2)c1C(=O)NCc1ccccn1` across the screens: -12	1	4	1.1	9	-7	15	6	7

Filtered by structure, the compounds so far with an NH in an aromatic ring (five)
SMILES	Mac1 fbg inh	S1P2 agonist	Ecoli WT expand	PLAP activator	sEH inhibitor	sEH act	PostGolgi ctrl	S1P2 blocker	PostGolgi yeast
COc1ccc(C2c3c(n[nH]c3C)CC(C)(O)C2C(C)=O)cc1OC (stereo not drawn)	8	0	6	1	-4	5	9	-6	-5
CCCc1[nH]nc2c1C(c1ccccc1OC)C(C#N)=C(N)O2 (stereo not drawn)	-15	-3	3	1.6	-9	9	6	3	6
CCOC(=O)C1CCN(c2cc(=O)n(Cc3ccc(F)cc3)c(=O)[nH]2)CC1	-11	x	0	0.9	x	x	7	x	-9
COc1ccc(-n2c(C)n[nH]c2=O)cc1	x	-3	6	0.8	6	-5	12	11	-5
C=CCSc1nc2c(c(=O)[nH]c(=O)n2C)n1C(C)C	-30	-4	7	1.1	-9	10	3	-33	2

Next section.
SMILES	Mac1 fbg inh	S1P2 agonist	Ecoli WT expand	PLAP activator	sEH inhibitor	sEH act	PostGolgi ctrl	S1P2 blocker	PostGolgi yeast
CCOC(=O)N1CCN(C(=O)c2ccccc2NC(=O)COc2ccccc2C)CC1	10	-2	2	1.2	0	-1	0	23	-3
Cc1cccc(Oc2ncnc3onc(C)c23)c1	-9	-4	5	0.9	19	-18	22	-2	3
O=C(CCCC(=O)N(CC(=O)NC1CCCCC1)Cc1ccccc1)Nc1ccccn1	-5	-3	4	1.1	-1	-2	-11	-14	-6
O=C(COc1ccc2ccccc2c1CN1CCOCC1)N1CCc2ccccc21	-12	-4	3	1.7	-5	5	-1	23	9
O=c1ccc2cc(S(=O)(=O)Nc3ccc(F)cc3)ccc2o1	-11	-3	2	0.9	4	-4	6	-11	-8
CCN(CC(=O)Nc1ccc([N+](=O)[O-])cc1OC)c1ccccc1	6	-7	-8	0.9	2	0	11	-3	-2
Cc1ccn2cc(CSc3ccccc3N)nc2c1	x	-4	13	0.8	-12	15	4	8	-17
Cc1ccc(S(=O)(=O)Cc2ccc(C(=O)N3CCCCCC3)o2)cc1	7	3	5	0.9	0	2	14	-16	-1
O=S(=O)(c1ccc(NC2CCCCC2)cc1)N1CCOCC1	21	-5	12	1	0	3	-5	8	6
CN1CCN(c2ccccc2NC(=O)COc2ccc(Br)cc2)CC1	-20	-6	1	1.4	-14	14	1	18	5
FC(F)Sc1nnc(-c2cccs2)n1-c1ccccc1	x	-2	6	0.7	9	-6	8	-7	-7
Cc1cccc(NC(=O)C(=O)NCc2ccccn2)c1	7	-4	4	1.2	-2	5	-18	-3	16
CCOC(=O)c1cccc(NC(=O)Nc2cc(OC)ccc2OC)c1	8	-5	4	1	0	2	3	-31	-5
COc1ccc(OC)c(NC(=O)c2ccccc2NS(=O)(=O)c2cccc3cccnc23)c1	-43	0	-8	1.5	1	1	4	-9	-9
O=C(NNC(=O)C1CCCCC1)C(=O)NC1CCCCC1	14	-2	0	1.3	-9	11	1	21	5
O=C(c1cccc(S(=O)(=O)N2CCOCC2)c1)N1CCCCCC1	2	-2	4	1.1	0	2	0	-23	5
O=C(Cc1cccs1)Nc1cccc(-c2nc3ccccc3o2)c1	x	-4	-1	0.9	11	-8	-3	13	-13
CCNc1nc(SC)nc(N(C#N)CC(=O)OC)n1	-9	-11	5	1	-10	13	4	9	1
CCOc1cnc(-c2ccc(Cl)cc2)o1	-10	-7	6	1.1	-10	12	-11	-3	-5
O=C(CN1CCC(NC(=O)c2ccccc2)CC1)NCc1ccccc1F	0	-3	8	1.2	-3	5	2	4	3
O=C(CSc1nnc(Cc2cc(=O)[nH]c(=O)[nH]2)n1-c1ccccc1)N1CCCCC1	-12	-1	1	1.2	-17	18	9	0	2
COc1ccc(-n2c(=O)c3ccccc3n(CC(=O)NC3CCCC3)c2=O)c(OC)c1	3	-4	-8	1.1	x	x	9	-7	1
